Screens (PubChem BioAssay)
CAL PDZ FP-1 – CAL PDZ peptide-binding inhibitors, primary screen, biochemical, fluorescence polarization, Cer-tagged CAL PDZ, HTS. Golgi-associated PDZ and coiled-coil motif-containing protein (Homo sapiens), Q9HD26. purified CAL PDZ, TMR-peptide fluorescence polarization, 1 h. inhibition, % at 20 µM. hit rate 0.02% among 330,000. AID 504414, 2011;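 active means highest replicate inhibition of at least 40%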;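 further: plate controls were DMSO neutral control wells for no effect and unlabeled competitor peptide control wells for full effect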
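Test system: tagged CAL PDZ domain / Buffer or medium: sodium phosphate/NaCl buffer pH 7.4 with TCEP, IgG, Thesit / Reagent: TMR-labelled reporter peptide T*-PRC34 bound in PDZ groove / Compound dosing: single point, 20 µM / Schedule: 1 h incubation at room temperature before polarization reading / Technique: fluorescence polarization (mP) / Benchmarks: unlabelled peptide, DMSO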
NSD2 HMT inh – NSD2 histone methyltransferase inhibitors, primary screen, biochemical, AlphaScreen, single concentration, set 2; Histone-lysine N-methyltransferase NSD2 (Homo sapiens), O96028; NSD2 peptide methylation, 120 min; inhibition, % at 12.5 µM; hit rate 0.54% among 310,000; AID 743445, 2014; in the data active means inhibition above about 50%
Rtt109 Vps75 – inhibitors of C. albicans Rtt109/Vps75 HAT, primary screen, biochemical, ThioGlo CoA-SH fluorescence, plate reader; Histone acetyltransferase RTT109 (Candida albicans (strain SC5314 / ATCC MYA-2876)), …; purified Rtt109/Vps75, 4 h; inhibition, % at 34.9 µM; hit rate 0.16% among 330,000; AID 540336, 2011;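 active means inhibition of at least 50% in every replicate; inconclusive means best replicate reaches 50% inhibition but some replicates fall short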
Target sequence (Q5AAJ8 whole entry, looked up): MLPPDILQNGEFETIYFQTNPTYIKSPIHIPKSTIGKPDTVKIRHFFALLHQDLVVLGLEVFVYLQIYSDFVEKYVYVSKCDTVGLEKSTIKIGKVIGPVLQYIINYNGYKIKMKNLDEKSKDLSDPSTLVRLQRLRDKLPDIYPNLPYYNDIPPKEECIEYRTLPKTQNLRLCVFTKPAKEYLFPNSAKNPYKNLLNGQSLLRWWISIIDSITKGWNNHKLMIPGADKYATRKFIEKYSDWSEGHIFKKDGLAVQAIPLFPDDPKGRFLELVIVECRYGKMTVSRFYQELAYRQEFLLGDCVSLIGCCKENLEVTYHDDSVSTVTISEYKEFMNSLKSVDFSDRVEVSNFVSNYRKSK
PvdQ inh – P. aeruginosa PvdQ acylase inhibitors, primary screen, biochemical, fluorescence, plate reader and imaging, single point. PvdQ acylase [Pseudomonas aeruginosa LESB58]. purified PvdQ acylase. inhibition, % at 10 µM. hit rate 0.063% among 340,000; in the data active means inhibition above about 30%, passing the limit was not always enough; inconclusive means no clear call, values can overlap the other calls;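 further: 0% = vehicle neutral wells and 100% = reference inhibitor wells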
SR-BI DiI-HDL act – activators of SR-BI mediated DiI-HDL uptake, primary screen, ldlA[mSR-BI] CHO cells, DiI fluorescence; 3 h; 100 = double the neutral-control signal; activation, % at 12.5 µM; hit rate 0.096% among 320,000;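 active means mean replicate activation of at least 60% and every replicate at or above 60%; inconclusive means mean or all-replicate condition met, but not both; inactive means mean below 60% and not all replicates reaching 60%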;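 further: 0% = median plate neutral-control signal and 100% = twice that signal; values of inactives mirror those of a sister screen read the other way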
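material = CHO ldlA[mSR-BI] cells | medium = Ham's F12 with 0.5% BSA, HEPES 25 mM, pH 7.4 | reagent = fluorescent DiI-HDL, 10 µg/mL final | compound dosing = single-point compound dose | incubation = 3 h, 37 °C | measured by = bottom-read fluorescence, 550/595 nm | measure = HDL uptake via cellular fluorescence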
CAL PDZ FP-2 – untagged CAL PDZ binding inhibitors, primary screen, biochemical, fluorescence polarization, HTS; purified CAL PDZ, TMR-peptide fluorescence polarization, 1 h; inhibition, % at 24.9 µM; hit rate 0.92% among 300,000; AID 602252, 2012;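 active means mean inhibition of at least 30% with at least half of replicates also reaching 30%; inconclusive means no clear call, values can overlap the other calls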;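 further: 0% = DMSO neutral control and 100% = excess unlabeled competitor peptide PRC23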
dFosB activator – activators of delta FosB homodimer, primary screen, biochemical, fluorescence polarization, TAMRA-CDK5 oligo, single point. activation, % at 25 µM. Protein FosB (Mus musculus), P13346. hit rate 0.99% among 340,000. purified delta FosB; percent of positive-control signal above neutral wells. AID 493131, 2011;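 active means mean activation above about 17%, with every replicate also reaching it, limit read from the data, passing the limit was not always enough; inconclusive means only one of the two conditions met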;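 further: fluorescence polarization rise as delta FosB binds a TAMRA Cdk5 AP-1 oligo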
Target sequence (P13346 whole entry, looked up): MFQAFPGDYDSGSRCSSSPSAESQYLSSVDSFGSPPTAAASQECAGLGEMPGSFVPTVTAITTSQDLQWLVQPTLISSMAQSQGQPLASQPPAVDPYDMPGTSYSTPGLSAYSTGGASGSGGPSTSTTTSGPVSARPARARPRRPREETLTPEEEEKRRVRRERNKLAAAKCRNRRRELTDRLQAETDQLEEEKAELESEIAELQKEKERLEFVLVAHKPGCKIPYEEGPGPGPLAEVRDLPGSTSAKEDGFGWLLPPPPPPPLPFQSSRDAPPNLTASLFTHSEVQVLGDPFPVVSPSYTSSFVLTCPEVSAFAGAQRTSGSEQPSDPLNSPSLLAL
MITF act – activators of MITF-driven TRPM1 promoter reporter, primary screen, cell-based, SK-MEL-5, luciferase, single point; SK-MEL-5 TRPM1-promoter luciferase, 24 h; % of positive control, neutral wells = 0; activation, % at 12.5 µM; hit rate 0.75% among 300,000; AID 588334, 2011;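 active means mean activation of at least 80% with every replicate also reaching 80%; inconclusive means mean reaches 80% but some replicate falls short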;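 further: 0% = neutral control wells and 100% = parthenolide positive control wells; values of inactives mirror those of a sister screen read the other way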
PfHsp90 set2 – growth inhibition of PfHsp90-expressing yeast, primary screen, antimalarial PfHsp90 inhibitor project, S. cerevisiae, BacTiter-Glo luminescence, single point, set 2. BacTiter-Glo ATP, 48 h; yeast lacking PDR1 and PDR3 efflux regulators. inhibition, % at 9.4 µM. hit rate 0.32% among 310,000. AID 504621, 2011;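 active means every replicate shows inhibition above about 80%, whatever the replicate mean, limit read from the data; inconclusive means mean inhibition reaches the set limit but some replicate falls short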;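 further: 0% = DMSO neutral controls and 100% = 20 µM radicicol positive controls; yeast relying on Plasmodium falciparum Hsp90 in place of its own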
SR-BI HDL uptake – inhibitors of SR-BI mediated HDL lipid uptake, primary screen, ldlA[mSR-BI] cells, fluorescence, single point; inhibition, % at 12.5 µM; Scavenger receptor class B member 1 (Mus musculus), Q61009; AID 488896, 2010; ldlA[mSR-BI] CHO cells, DiI-HDL uptake fluorescence, 3 h; hit rate 0.96% among 320,000;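 active means mean replicate inhibition of at least 70% and a set share of replicates each scoring 70 or more; inconclusive means meets just one of the two criteria; inactive means fails both criteria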;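 further: 0% = median of neutral control wells and 100% = median of positive control wells; values of inactives mirror those of a sister screen read the other way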
* = called active by the depositor; ? = inconclusive; · = no result given.

entry	SMILES	CAL PDZ FP-1	NSD2 HMT inh	Rtt109 Vps75	PvdQ inh	SR-BI DiI-HDL act	CAL PDZ FP-2	dFosB activator	MITF act	PfHsp90 set2	SR-BI HDL uptake
1	Cc1nn2c3c(cnc2c1-c1ccccc1)C(=O)CC(c1ccco1)C3 (configuration not stated)	-5.4	-1	-8	-10	·	-2	-7	·	-16	·
2	COc1ccc(C(CC(=O)O)N2C(=O)CCC2=O)cc1 (configuration not stated)	0.4	-1	3	-7	-2	-6	3	-8	-28	2
3	Cc1c(Cl)cccc1N1C(=O)C2ON(c3ccccc3)C(c3cccnc3)C2C1=O (configuration not stated)	-0.4	1	-6	-7	-1	0	-1	0	-26	1
4	CC(C)[C@H](N)c1cn([C@@H](CC(N)=O)C(=O)N2CCNCC2)nn1	-1.1	·	4	-11	26	0	1	-2	-6	-26
5	CC(C)C[C@H](NC(=O)OC(C)(C)C)C(=O)N[C@@H](CO)[C@H](O)[C@@H]1C[C@@H]1C(=O)N(C)C	1.2	·	6	0	26	-2	2	-3	10	-26
6	Cc1ccc(CNc2nc(N)c([N+](=O)[O-])c(Nc3ccc(F)cc3)n2)cc1	0.1	2	-11	6	-5	8	-8	10	-3	5
7	O=C(CN1CCCC1)Nc1sc2c(c1C(=O)Nc1ccc(Br)cc1)CCC2	-3.4	0	-5	-7	-4	·	-3	4	-9	4
8	CC1CCCCC1NC(=O)C1CCN(C(=O)c2sccc2-n2cccc2)CC1 (configuration not stated)	0.1	·	-7	-11	-44	·	1	·	-23	44
9	CC(NC(=O)CNC(=O)OCc1ccccc1)C(=O)N1CC(O)CC1C(=O)OCc1ccccc1 (configuration not stated)	-0.5	·	-3	-10	7	-1	0	-5	21	-7
10	O=C(CCN1C(=O)c2ccccc2S1(=O)=O)NCc1ccco1	-2.9	-1	26	7	17	-2	-2	2	14	-17
11	CCOc1cc(S(=O)(=O)N2CCC(Cc3ccccc3)CC2)c(OCC)cc1-n1cnnn1	-1.9	-2	55*	4	-17	9	-11	1	-12	17
12	Oc1cc(NCc2cccnc2)ccc1-c1nc2ccccc2o1	-1.6	0	-16	-2	-10	-6	-6	·	·	10
13	FC(F)(F)c1cnc(C(c2ccccn2)c2ncn[nH]2)c(Cl)c1 (configuration not stated)	·	-4	7	0	9	-5	0	-13	-9	-9
14	Cc1cc(Cl)c(S(=O)(=O)NC(C(=O)O)c2ccccc2)cc1OCC(N)=O (configuration not stated)	0.3	1	-4	2	-4	-1	-3	8	-3	4
15	O=C(NCCCN1CCCC1=O)c1cccc(S(=O)(=O)N2CCN(c3ccc(F)cc3)CC2)c1	0.4	2	3	-6	6	·	-8	-7	4	-6
16	O=C(OCCc1cc2ccccc2c(=O)o1)c1ccco1	0.3	·	-9	-2	51	-1	-4	14	12	-51
17	COc1cccc(CC(NC(C)=O)C(=O)NC2CCN(C(=O)c3ccc(Cl)cc3)CC2)c1OC (configuration not stated)	-0.1	0	-8	-8	5	6	-9	-6	1	-5
18	COc1ccccc1-c1cc(C(=O)Nc2cccnc2)no1	-4.4	1	2	-7	22	-2	-19	49	1	-22
19	Cc1cc(C(=O)N/N=C/c2cc(Br)cc([N+](=O)[O-])c2O)c2ccccc2n1	-0.1	5	7	0	5	0	-5	-7	-3	-5
20	CC1CCC(NC(=O)CN2C(=O)NC3(CCCCCC3)C2=O)CC1 (configuration not stated)	-0.1	-1	1	-10	11	6	-9	-6	8	-11
21	Cc1[nH]c2ccc(C(=O)NCCCN3CCOCC3)cc2c1C	-0.9	-10	5	-6	1	·	-13	-9	16	-1
22	COc1ccc(O)c(C(=O)CC(=O)c2ccncc2)c1	-2.4	3	-7	-1	0	0	2	15	8	0
23	Cc1nc(NC(=O)COC(=O)C(C)NC(=O)c2ccccc2)c(Cl)cc1Cl (configuration not stated)	-0.8	0	2	-4	8	-3	-9	9	·	-8
24	CCOC(=O)Cn1c(=O)oc2cc(S(=O)(=O)Nc3c(C)cc(C)cc3C)ccc21	-1.2	·	17	-17	-6	·	-3	·	8	5
25	CCOC(=O)c1c(NC(=O)CNC2CCCc3ccccc32)sc(C(N)=O)c1C (configuration not stated)	-4.0	-5	-16	-7	-11	-1	4	1	-12	11
26	CCC(=O)c1cn(CCOc2ccccc2OC)c2ccccc12	-1.1	1	-3	1	-25	2	-1	·	-5	25
27	COc1ccc(CNS(=O)(=O)c2ccc(-c3cnc(C4CC4)o3)cc2)cc1	-1.4	0	0	-13	14	2	-3	1	-41	-14
28	CC(C)N(Cc1nnc(-c2ccc(Cl)cc2)o1)C(=O)c1cc2ccccc2o1	-2.1	0	-4	-16	23	-5	-9	4	23	-23
29	Cc1ccc(-c2ccc(=O)n(CC(=O)NCCC(C)C)n2)cc1	-2.0	1	21	4	27	-8	-3	2	3	-27
30	Cc1ccc(CC(CC(=O)O)C(=O)NCc2ccccc2)cc1 (configuration not stated)	-0.3	-2	-2	-5	10	-2	3	10	-11	-10

The results go on.
entry	SMILES	CAL PDZ FP-1	NSD2 HMT inh	Rtt109 Vps75	PvdQ inh	SR-BI DiI-HDL act	CAL PDZ FP-2	dFosB activator	MITF act	PfHsp90 set2	SR-BI HDL uptake
31	COc1cccc(CNc2ccc3[nH]c(=O)[nH]c3c2)c1OCc1ccc(F)cc1	0.0	6	7	1	16	-4	-8	·	-21	-16
32	Cc1cc(NC(=O)COC(=O)c2ccc(OC(F)(F)F)cc2)no1	-0.6	1	6	-10	29	0	15	-2	14	-29
33	CCS(=O)(=O)Nc1cccc(-c2cc(-c3ccccc3)c3cc(C)ccc3n2)c1	-1.0	3	-1	6	-47	-6	-5	-1	102*	47
34	O=C(O)C1CCN(S(=O)(=O)/C=C/c2ccccc2)CC1	-1.6	0	-5	-4	26	-1	-4	7	-10	-26
35	CCCc1nnc(SCc2ccc(C(=O)OC)o2)n1N	-0.5	1	-5	-6	18	-7	4	14	9	-18
36	Cc1ccc(S(=O)(=O)N(CC(=O)NCCSc2ccccn2)c2cc(C)cc(C)c2)cc1	-0.6	-1	11	-4	9	0	-13	3	-10	-9
37	O=C1CC(c2ccccc2)CC(O)=C1C=NC1CCCC1 (configuration not stated)	-2.3	-3	6	3	-7	-5	-7	-1	11	7
38	CC(C)c1onc(C(=O)NC2CCCC2)c1[N+](=O)[O-]	-1.1	-2	1	-11	5	-2	2	2	2	-5
39	CC(=O)N1N=C(c2c(-c3ccccc3)c3cc(C)ccc3[nH]c2=O)CC1c1ccco1 (configuration not stated)	-4.5	6	12	-6	-3	1	-11	13	8	3
40	NC(=O)[C@@H]1CCCCNc2c(I)cc([N+](=O)[O-])cc2C(=O)N[C@@H](CCC(=O)O)C(=O)N[C@@H](CO)C(=O)N1	-3.2	·	2	-4	18	2	-1	4	·	-18
41	Cc1ccccc1OCCC(=O)Nc1ccccc1C(=O)NC1CC1	-1.9	0	8	5	-25	0	10	0	-40	25
42	COc1cc(NC(=S)Nc2cccc(Cl)c2Cl)c(OC)cc1Cl	0.1	1	8	-4	-29	-5	3	-2	11	29
43	CCOC(=O)C1C(=O)N(C(=O)c2cncc(Br)c2)CC1c1ccccc1 (configuration not stated)	0.9	-3	-4	-7	13	-2	-1	2	6	-13
44	CC(C)OP(=O)(OC(C)C)C(NC(=O)c1ccccc1)C(N)=O (configuration not stated)	0.3	-5	-3	6	13	-2	-4	-12	8	-13
45	Cc1nn(CCC(=O)N2CCN(S(=O)(=O)c3ccc(Cl)cc3)CC2)c(C)c1C	-0.8	-4	-8	-6	·	-4	-12	·	-20	·
46	CCOc1[nH]n(-c2ccc(Cl)cc2)c(=O)c1C=NCc1cccnc1	-1.9	2	12	-8	-25	0	-15	9	·	25
47	O=[N+]([O-])c1cccnc1Sc1ccc(Cl)cc1	·	38	-2	47*	-11	-8	-3	-6	-1	11
48	Cc1ccc(NC(=O)Nc2cnccn2)cc1Cl	-0.3	-3	?	14	-7	1	11	25	0	7
49	Cc1ccc(NC(=O)Nc2ccon2)cc1	-2.6	-3	-19	-11	-1	0	0	46	-29	1
50	CC(=O)c1cn(C)c(=O)n(C)c1=O	1.0	0	16	-11	14	2	-2	6	10	-14
51	CCOC(=O)c1cc(CC)sc1NC(=O)COC	-2.1	1	-2	-6	0	·	-2	-10	-12	0
52	OC1(c2cccc(C(F)(F)F)c2)CCN(CCN2CCCCC2)CC1	-20	0	-3	-13	-12	-4	1	16	9	12
53	CCN(CC)/C(=N/S(=O)(=O)c1ccc(C)cc1)c1ccccc1	-2.0	-2	1	10	9	1	-9	0	13	-9
54	CC1=C(C(=O)Nc2ccccc2)C(c2ccccc2[N+](=O)[O-])NC(=O)N1 (configuration not stated)	-0.6	0	36	1	53	-19	-2	3	9	-53
55	OCc1nc2ccc(Cl)cc2[nH]1	-3.8	1	-5	-20	11	-10	1	3	-4	-11
56	CN(C)C(=C(C#N)C#N)N1CCN(c2ccc(Cl)cc2)CC1	0.5	-2	-1	-16	·	-1	-11	4	-23	·
57	O=C(CN(c1ccccc1)S(=O)(=O)c1ccccc1[N+](=O)[O-])NN=C1CCCCCCC1	-2.5	·	-6	-14	·	0	-5	3	-27	·
58	CNc1nc(-c2ccccc2)nc(-c2ccccc2)c1C#N	0.3	-2	1	-8	-15	-3	-9	-2	13	15
59	C=CCn1c(=O)/c(=C/c2ccc(O)cc2)s/c1=C(/C#N)c1nnc2n1CCCCC2	-3.6	7	4	-8	-10	-3	2	6	-9	10
60	O=C(COc1cccc2ccccc12)N/N=C/c1ccncc1	-1.6	-4	-3	0	-19	-4	-8	-3	-14	19
